Compound activity as filed in PubChem BioAssay.
Pax4_gene_expression – activators of Pax4 gene expression, primary screen, RT-PCR, mouse alpha TC1 cells, single point (AID 1053180); mouse alpha TC1 cells, Pax4 mRNA qPCR, 6 days; active compounds read high; 100% = Pax4 plasmid added at qPCR; activation, % at 10 µM; actives 0.2% (n = 9,600);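 active = highest normalized replicate activity of 15 or more, or at least half the replicates reach 15 or more; inactive = neither condition met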;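 also: pax4 Ct normalized to GAPDH with activation seen as lower delta delta Ct; plate controls were plate neutral control wells for no effect and Pax4 plasmid positive control for full effect; each compound tested in two replicate wells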
DLD1_CTGF_mRNA – YAP1 pathway inhibitors via CTGF transcript, primary screen, DLD1 colon cancer cells, RT-qPCR, single point (AID 743449). actives 0.9% (n = 9,900). inhibition, % at 12.5 µM. DLD1 CTGF mRNA qPCR, 24 h; active compounds read high;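 active = mean normalized replicate activity at least 50 and at least half of replicates each reaching 50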;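 also: 0% = neutral control wells and 100% = dasatinib control wells; higher means stronger suppression of CTGF expression like dasatinib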
Active calls of the source: *. Only part of the results is shown; rates above refer to the full screens.

The opening 3 compounds, to show the layout:
SMILES Pax4_gene_expression DLD1_CTGF_mRNA
O=C(C1CCOCC1)N1CC(=O)N2[C@@H](CO)[C@@H](c3ccc(-c4cccnc4)cc3)[C@@H]2C1 0.0 1
CN1C(=O)c2cc(NC(=O)Cc3cccs3)ccc2OC[C@@H]2O[C@@H](CC(=O)N[C@@H]3CCN(Cc4ccccc4)C3)CC[C@H]21 0.0 27
COc1ccc2c3c([nH]c2c1)[C@@H](CO)N(C)CC31CN(C(=O)C2CC2)C1 0.0 23

The listing, from the first entry:
SMILES Pax4_gene_expression DLD1_CTGF_mRNA
O=C(C1CCOCC1)N1CC(=O)N2[C@@H](CO)[C@@H](c3ccc(-c4cccnc4)cc3)[C@@H]2C1 0.0 1
CN1C(=O)c2cc(NC(=O)Cc3cccs3)ccc2OC[C@@H]2O[C@@H](CC(=O)N[C@@H]3CCN(Cc4ccccc4)C3)CC[C@H]21 0.0 27
COc1ccc2c3c([nH]c2c1)[C@@H](CO)N(C)CC31CN(C(=O)C2CC2)C1 0.0 23
COc1ccc2c3c([nH]c2c1)[C@H](CO)N(CC1CC1)CC31CCN(C(=O)Nc2cccc(F)c2)CC1 0.0 26
O=C(CN1CCOCC1)N1CCCCN2[C@@H](CO)[C@H](c3ccc(Br)cc3)[C@@H]2C1 0.0 32
COc1ccc2c3c([nH]c2c1)[C@H](CO)N(C(=O)c1cccc(F)c1)CC31CN(C(=O)CC2CC2)C1 0.0 11
CO[C@H]1CN(C)C(=O)c2cc(NC(C)=O)ccc2OC[C@H](C)N(Cc2ccncc2)C[C@@H]1C 0.0 -6
CN1C(=O)c2cc(NC(=O)Cc3cccs3)ccc2OC[C@H]2O[C@H](CC(=O)NCc3ccc(-c4ccccc4)cc3)CC[C@H]21 0.0 -23
CC(C)NC(=O)Nc1ccc2c(c1)C(=O)N([C@@H](C)CO)C[C@@H](C)[C@H](CN(C)C(=O)C1CCCCC1)OCCCC[C@@H](C)O2 0.0 -4
COc1ccc(S(=O)(=O)Nc2ccc3c(c2)C(=O)N([C@@H](C)CO)C[C@H](C)[C@H](CN(C)S(=O)(=O)c2ccc(Cl)cc2)OCCCC[C@H](C)O3)cc1 0.1 22
COc1ccc2c3c([nH]c2c1)[C@H](CO)N(Cc1ccccc1OC)CC31CN(C(C)=O)C1 0.0 -8

Sorted by SMILES length (rising): some entries from above.
SMILES Pax4_gene_expression DLD1_CTGF_mRNA
O=C(C1CCOCC1)N1CC(=O)N2[C@@H](CO)[C@@H](c3ccc(-c4cccnc4)cc3)[C@@H]2C1 0.0 1
COc1ccc2c3c([nH]c2c1)[C@H](CO)N(C(=O)c1cccc(F)c1)CC31CN(C(=O)CC2CC2)C1 0.0 11
CC(C)NC(=O)Nc1ccc2c(c1)C(=O)N([C@@H](C)CO)C[C@@H](C)[C@H](CN(C)C(=O)C1CCCCC1)OCCCC[C@@H](C)O2 0.0 -4
